# Growth percent in the NCI-60 one-dose screen (48 h, 10 µM unless noted): 100 = growth as untreated, 0 = no growth, -100 = all killed.
# MALME-3M: MALME-3M melanoma. 78,000 tested, 5.8% active. AID 1794766
# LOX IMVI: LOX IMVI melanoma. 79,000 tested, 7.4% active
# BT-549: BT-549 breast cancer. 78,000 tested, 4.4% active. AID 1794793
# UACC-62: UACC-62 melanoma; 81,000 tested, 5.4% active; AID 1794756
# UACC-257: UACC-257 melanoma; 78,000 tested, 4.4% active; AID 1794764
# HS 578T: HS 578T breast cancer | 78,000 tested, 4.1% active | AID 1794788
# MCF7: MCF7 breast cancer; AID 1794796; 82,000 tested, 6.3% active
# T-47D: T-47D breast cancer; 79,000 tested, 5% active; AID 1794792
# Active calls of the source: *; . = no result given; & = joins results of further samples; [ ] = dose if it differs, or a comment. How the source made its calls: active means growth percent below 10; inactive means the rest.
no.	compound	MCF7	MALME-3M	HS 578T	BT-549	LOX IMVI	UACC-257	UACC-62	T-47D
1	CN1C(=O)N(C)C2(c3ccccc3)OC(=S)NC12c1ccccc1 (stereo unspecified)	92	97	108	94	99	95	93	95
2	C[n+]1c2ccccc2nc2c(N)cc(N)cc21	83	3.5*	56	46	77	93	93	54
3	CCOC(=O)c1c(C)nc2c(c1N)CC(=O)N2Cc1ccc(F)cc1	96	116	91	73	93	96	90	73
4	Cc1cc(=O)oc2cc(OC(=O)CN3CCOCC3)ccc12	100	108	104	112	99	113	97	105
5	Nc1ccc(Oc2c(F)c(F)c(Oc3ccc(N)cc3)c(F)c2F)cc1	129	87	95	108	87	9.1*	91	92
6	COc1cc(-c2cc(-c3ccccc3)nc(Nc3nc4ccccc4[nH]3)n2)cc(OC)c1OC	90	112	112	107	95	106	100	99
7	O=C(Nc1ccccc1)Nc1ncnc2c1ncn2-c1cccc(Cl)c1	91	96	98	106	108	100	91	100
8	O=C(NNc1ccc([N+](=O)[O-])cn1)Nc1ccc(N=Nc2ccccc2)cc1	79	110	99	96	78	73	74	70
9	Cc1ccc(-c2nc(N(C)CC(O)C(O)C(O)C(O)CO)c3oc(-c4ccc(C)cc4)nc3n2)cc1 (stereo unspecified)	69	89	88	108	94	103	92	88
10	CCCCC1CCC(=O)O1 (stereo unspecified)	95	106	103	109	103	.	107	125
11	O=C(CSC1=Nc2c(c(-c3ccccc3)c(-c3ccccc3)n2C2CCCCC2)C2=NCCN12)c1ccccc1	104	101	88	97	93	117	69	70
12	N#CC1=C(N)Oc2c(c(=O)[nH]c3ccc(Br)cc23)C12C(=O)Nc1ccccc12 (stereo unspecified)	91	99	92	98	91	95	97	84
13	COc1ccc(-c2onc(N)c2-c2cc(OC)c3c(c2)OCO3)cc1	8.9*	30	34	43	35	48	43	19
14	Cc1ccc2c(c1)C(C(=O)O)=NC1(N2)C(=O)Nc2ccc(C)cc21 (stereo unspecified)	92	104	114	93	114	116	96	98
15	CC1(C)CC(=O)C2=C(C1)N(c1ccc(OC(F)(F)F)cc1)C(N)=C(C#N)C2c1cc(Br)ccc1F (stereo unspecified)	90	89	81	100	98	82	81	68
16	CN(C)c1nc2sc3cc(Cl)c(Cl)cc3n2c(=O)c1C#N	77	118	99	108	101	106	92	83
17	O=S(=O)(c1cccc(NC2=Nc3cccc4cccc2c34)c1)N1CCCC1	51	64	77	48	67	65	52	44
18	O=C(Nc1nc(-c2ccc(Cl)cc2)nc2c1sc(=S)n2-c1ccccc1)C(F)(F)F	57	21	12	28	-20*	51	21	-15*
19	S=C1NCN(CC2CC2)CN1	103&96	103&94	111&104	122&96	96	105	102&103	104&107
20	CC1CC=CCC1C1OCC(C)(C)CO1 (stereo unspecified)	101	109	.	100	70	97	102	75
21	CCOC(=O)C(c1ccccc1)C(C)N (stereo unspecified)	102	115	103	108	106	97	110	114
22	Cc1cn(-c2cc(NC(=O)c3cncc(C#Cc4c(N)ncc5ccc(F)cc45)c3)cc(C(F)(F)F)c2)cn1	31	22	55	86	23	53	34	66
23	Cc1cccc2cc(-c3cc4ccccc4[nH]3)/c(=N/C(=O)Nc3ccc(Cl)cc3)oc12	70	100	94	95	.	107	83	81
24	CCCCN(CCCC)CC(=O)Nc1ccc(C(=O)OCC(C)C)cc1	97	95	98	86	100	83	95	78
25	O=c1oc2cc(O)ccc2c2c(-c3ccccc3)c[nH]c12	98	108	49	72	82	107	77	72
26	O=CN1N=C(c2cccc(Nc3ccncc3)c2)CC1c1ccc(F)cc1 (stereo unspecified)	89	96	85	104	97	89	95	89
27	COc1cc2nc(-c3ccc(Cl)cc3)cc(OCCCN3CCCC3)c2cc1OC	48	50	69	37	-33*	32	-66*	32
28	Clc1ccc(-c2cc(C(Cl)Cl)no2)cc1	92	92	95	105	100	107	97	89
29	O=C(O)COc1ccc(S(=O)(=O)c2ccc(OCC(=O)O)cc2)cc1	99	106	100	95	100	98	104	100
30	Cc1ccc2cccc([N+](=O)[O-])c2n1	96&105	108&99	109&111	94&121	95&100	107&102	102&102	98&97
31	COc1ccc(C(=O)N2CCN(C(=O)c3cc(OC)c(OC)c(OC)c3)CC2)cc1OCCCCOc1cc2c(cc1OC)C(=O)N1CCC[C@H]1C=N2	99	126	-24*	115	106	.	97	85
32	O=C(c1cc2ccccc2o1)c1nn(-c2ccccc2)c2nc3nccc(-c4cc5c(ccc6ccccc65)oc4=O)c3c(=O)n12	66	114	95	67	95	81	79	74
33	O=C(c1nnc(Nc2cccc(Br)c2)o1)c1c[nH]c2ccccc12	85	97	99	102	97	90	64	68
34	CC(=O)N1N=C(c2cccc(Nc3ccncc3)c2)CC1c1ccc(F)cc1 (stereo unspecified)	89	78	85	107	96	101	93	78
35	CC(=O)Nc1cc2c(cc1Cl)-c1ccccc1C2	70	.	94	94	.	120	95	89
36	Cc1ccc(S(=O)(=O)NCC[C@@H]2C[C@H]2c2cc3ccccc3s2)cc1	94	100	91	102	97	108	68	78
37	O=C1/C(=C/c2ccc3cccc(Cl)c3n2)SC(=S)N1CCc1ccc(O)cc1	86	75	74	95	81	100	68	65
38	CC(C)(C)OC(=O)N1CCN(CCn2cc(C(F)(F)F)c3c(Cl)ncnc32)CC1	87	112	83	118	-81*	85	55	90
39	O=[N+]([O-])c1ccc(/C=C/c2nc3ccccc3n3c(=S)[nH]nc23)cc1	51	101	76	59	91	95	63	68
40	O=C(Nc1ccc(Nc2ncnc3[nH]ccc23)cc1)c1ccccc1	103[1 µM]	103[1 µM]	103[1 µM]	100[1 µM]	100[1 µM]	103[1 µM]	106[1 µM]	95[1 µM]
41	CC(C)N(C)CCOC(=O)C(c1ccccc1)C1C=CCCC1 (stereo unspecified)	96	87	108	89	95	77	102	96
42	C=CCc1c(N(C)c2ccccc2)cccc1-n1cnc2ccccc21	94	84	83	.	103	88	56	82
43	CCCCCCC1CCC(=O)O1 (stereo unspecified)	100	96	100	105	96	96	91	94
44	Cc1cc(Br)nc2ccccc12	97	96	107	103	97	108	108	97
45	CC/C(=C(\c1ccc(OCCN2CCCCCC2)cc1)c1ccc(OC(=O)Cc2ccccc2)cc1)c1ccc(Cl)cc1	48	96	.	106	101	100	98	80
46	CCN1CCN(c2oc(-c3ccc(Cl)cc3)nc2C#N)CC1	94	105	96	118	107	107	94	90
47	Cc1ccc(NC(=O)NCC2(C)CC(NC(=O)Nc3ccc(C)cc3)CC(C)(C)C2)cc1 (stereo unspecified)	90	90	102	108	88	102	97	91
48	O=C1CCC(Nc2ccccc2)N1 (stereo unspecified)	95	100	103	102	95	105	99	108
49	C#C[C@@]1(O)[C@@H](CO)O[C@@H](n2cc(C(F)(F)F)c3c(N)ncnc32)[C@@H]1O	1.7*	-22*	-16*	-12*	-24*	21	-1.3*	-19*
50	COc1cc(Cn2cc3c(c2)-c2oncc2CC3)cc(OC)c1OC	13	57	7.1*	37	9.5*	81	42	.
51	COc1ccc2c(c1OC)C(CC(C)=O)N1CCc3cc4c(cc3C1C2=O)OCO4 (stereo unspecified)	92	103	123	134	101	99	95	109
52	COc1cccc(OCCC#N)c1	97	131	104	.	106	101	103	116
53	CN(C)C=Nc1ccccc1	96	106	114	100	104	109	101	101
54	CCOC(=O)CC(=O)NC(C)(C)CCCCC(C)(C)NC(=O)CC(=O)OCC	88	135	97	112	101	68	90	98
55	N#C/C(=C/c1cc([N+](=O)[O-])cc([N+](=O)[O-])c1O)C(N)=O	100	98	108	96	98	90	105	94
56	CC(C)(O)C(C(=O)O)c1ccccc1 (stereo unspecified)	97	112	101	109	104	93	87	98
57	O=[N+]([O-])c1cccc2cc(S(=O)(=O)O)ccc12	97	102	107	.	92	92	100	99
58	Cc1ccc(Cc2cnc(NC(=O)CCN3C(=O)/C(=C/c4ccccc4)SC3=S)s2)cc1	93	95	93	98	96	103	100	106
59	COc1ccc(N2CCN(/C(=N/c3sc(-c4ccccc4)nc3-c3ccccc3)c3ccc(C)cc3)CC2)cc1	92	92	98	100	.	87	70	75
60	CCOC(=O)C1[C@@H]2C(=O)N(c3ccc(Cl)cc3)C(=O)[C@@H]2[C@H](c2cn(-c3ccccc3)nc2C)N1Cc1ccccc1 (stereo partly specified)	66	120	90	94	81	96	86	77

# 6 entries from above, with one line to a screen.
38	CC(C)(C)OC(=O)N1CCN(CCn2cc(C(F)(F)F)c3c(Cl)ncnc32)CC1
39	O=[N+]([O-])c1ccc(/C=C/c2nc3ccccc3n3c(=S)[nH]nc23)cc1
40	O=C(Nc1ccc(Nc2ncnc3[nH]ccc23)cc1)c1ccccc1
41	CC(C)N(C)CCOC(=O)C(c1ccccc1)C1C=CCCC1 (stereo unspecified)
42	C=CCc1c(N(C)c2ccccc2)cccc1-n1cnc2ccccc21
43	CCCCCCC1CCC(=O)O1 (stereo unspecified)
assay / entry | 38 | 39 | 40 | 41 | 42 | 43
MCF7 | 87 | 51 | 103[1 µM] | 96 | 94 | 100
MALME-3M | 112 | 101 | 103[1 µM] | 87 | 84 | 96
HS 578T | 83 | 76 | 103[1 µM] | 108 | 83 | 100
BT-549 | 118 | 59 | 100[1 µM] | 89 | . | 105
LOX IMVI | -81* | 91 | 100[1 µM] | 95 | 103 | 96
UACC-257 | 85 | 95 | 103[1 µM] | 77 | 88 | 96
UACC-62 | 55 | 63 | 106[1 µM] | 102 | 56 | 91
T-47D | 90 | 68 | 95[1 µM] | 96 | 82 | 94

# Next part:
no.	compound	MCF7	MALME-3M	HS 578T	BT-549	LOX IMVI	UACC-257	UACC-62	T-47D
61	CN(C)c1ccc(C2CC(c3ccccc3)=NN2/C=C2\SC(=O)NC2=O)cc1 (stereo unspecified)	65	89	98	87	74	115	91	87
62	Cc1ccc(-c2nc(N3CCCN(C(=S)Nc4ccccc4)CC3)c3ccccc3n2)cc1	75	102	76	90	86	93	87	71
63	CSc1ccc2c(c1)N(C(=O)/C(C#N)=C/c1cccs1)c1ccccc1S2	92	.	93	103	84	87	55	59
64	O=C(/C=C/c1ccccc1)c1ccc(F)cc1	32	96	94	91	89	96	96	97
65	C=C(C)[C@@H]1CC[C@]2(C(=O)O)CC[C@]3(C)[C@H](CC[C@@H]4[C@@]5(C)C[C@@H](Cc6cn(CCO[C@@H]7O[C@H](COC(C)=O)[C@@H](O[C@@H]8O[C@H](COC(C)=O)[C@H](OC(C)=O)[C@H](OC(C)=O)[C@H]8OC(C)=O)[C@H](OC(C)=O)[C@H]7OC(C)=O)nn6)[C@H](O)C(C)(C)[C@@H]5CC[C@]43C)[C@@H]12	49	116	74	57	65	72	72	61
66	OCCN(Cc1cc(C2CCCCC2)ccc1O)Cc1cc(C2CCCCC2)ccc1O	51	85	102	92	53	108	80	78
67	S=C1Nc2ccccc2CS1	97&96	90&112	109&99	103&125	103&98	101&108	103&107	88&92
68	CCOC(=O)C(C)(C)c1ccccc1	96	89	92	106	106	94	95	86
69	O=C1Nc2ccc(Cl)cc2/C1=C\c1c(-c2ccc(F)cc2)nc2ccccn12	-9.4*	17	1.0*	16	-30*	76	7.9*	9.6*
70	O=C(Nc1ccc([N+](=O)[O-])cc1)Nc1ccc2c(ccn2C(=O)c2cccc(F)c2)c1	41	87	94	55	69	70	45	51
71	O=C(O)c1ccccc1-c1ccccc1C(=O)Nc1ccc(N=Cc2ccc(F)cc2)cc1	99	.	100	113	.	111	105	115
72	N#CC1=C(N)Oc2nc[nH]c(=O)c2C1c1cccs1 (stereo unspecified)	97	112	112	103	100	98	104	95
73	O=C1c2c(O)cc(O)cc2OC(c2ccc(O)c(O)c2)C1O (stereo unspecified)	102	118	109	.	.	107	106	103
74	N#C/C(=N\Nc1ccc(F)cc1)C(=O)C1CC1	73	66	68	83	99	35	63	.
75	O=C1OCC2=C1C(c1cccc(C(F)(F)F)c1)c1cc3c(cc1N2CCO)OCO3 (stereo unspecified)	21	64	31	55	41	74	48	28
76	O=C(CN1CCN(c2cc3c(cc2F)c(=O)c(C(=O)O)cn3C2CC2)CC1)Nc1ccc(C(=O)/C=C/c2ccccc2)cc1	13	51	52	9.6*	5.7*	61	35	85
77	CCOC(=O)c1ccc(-c2ccc(-c3cc(-c4cc(OC)c(OC)c(OC)c4)c(C#N)c(=O)[nH]3)c(C)n2)cc1	32	82	.	90	.	99	39	77
78	Cn1ncc2c(=S)nc(Cl)[nH]c21	104	116	115	105	97	116	113	103
79	OCCN1CCN(CCCN2c3ccccc3CCc3ccccc32)CC1	91	109	85	97	94	95	102	103
80	COC(=O)CCSC1=C(C)C(=O)c2ccccc2C1=O	73	104	92	89	52	106	71	43
81	O=C(Nc1cccc2[nH]c(C(F)(F)F)nc12)c1ccc(-n2cnnn2)cc1	96	84	108	63	102	107	34	.
82	O=C(CN1C(=O)/C(=C/c2cccs2)SC1=S)NCCc1c[nH]c2ccccc12	97	106	101	96	88	101	88	95
83	O=C1NCc2c1c1ccccc1[nH]c2=O	99	99	101	.	100	112	103	92
84	O=c1[nH][n+](-c2no[n+]([O-])c2-c2ccc(F)cc2)no1	87	102	93	99	91	105	98	107
85	O=C(/C=C/c1cc2ccccc2[nH]c1=O)c1ccc(Nc2nccc(-c3ccc4ccccc4c3)n2)cc1	86	109	98	97	103	93	89	102
86	CN(CCO)c1oc(-c2ccccc2)nc1[P+](c1ccccc1)(c1ccccc1)c1ccccc1	1.0*	-12*	-11*	-22*	-67*	-4.0*	-30*	0.7*
87	CC(=O)c1nc2ccccc2n1CCN1CCN(C)CC1	18	18	48	48	37	50	51	33

# Looked up above:
# Entry of `O=C(c1cc2ccccc2o1)c1nn(-c2ccccc2)c2nc3nccc(-c4cc5c(ccc6ccccc65)oc4=O)c3c(=O)n12` under BT-549: 67
# Entry of `CN1C(=O)N(C)C2(c3ccccc3)OC(=S)NC12c1ccccc1` (stereo unspecified) under LOX IMVI: 99
# Entry of `CC(=O)Nc1cc2c(cc1Cl)-c1ccccc1C2` under BT-549: 94
# Entry of `Cc1cccc2cc(-c3cc4ccccc4[nH]3)/c(=N/C(=O)Nc3ccc(Cl)cc3)oc12` under UACC-257: 107
# Entry of `N#CC1=C(N)Oc2nc[nH]c(=O)c2C1c1cccs1` (stereo unspecified) under MCF7: 97

# Assay outcomes as filed in PubChem.
